Screening data (PubChem BioAssay)
LmPK inhibitor: inhibitors of Leishmania mexicana pyruvate kinase. Potency, µM (doses to about 57.5 µM), without a hit: at the highest dose activity change, negative = inhibition, usual class: inhibitors. AID 1721. 290,000 tested, 0.37% active. Q27686. purified LmPK, Kinase-Glo ATP luminescence, 1 h; also: potency is read from the fitted curve at half-maximal effect
Target sequence (Q27686 whole entry, looked up): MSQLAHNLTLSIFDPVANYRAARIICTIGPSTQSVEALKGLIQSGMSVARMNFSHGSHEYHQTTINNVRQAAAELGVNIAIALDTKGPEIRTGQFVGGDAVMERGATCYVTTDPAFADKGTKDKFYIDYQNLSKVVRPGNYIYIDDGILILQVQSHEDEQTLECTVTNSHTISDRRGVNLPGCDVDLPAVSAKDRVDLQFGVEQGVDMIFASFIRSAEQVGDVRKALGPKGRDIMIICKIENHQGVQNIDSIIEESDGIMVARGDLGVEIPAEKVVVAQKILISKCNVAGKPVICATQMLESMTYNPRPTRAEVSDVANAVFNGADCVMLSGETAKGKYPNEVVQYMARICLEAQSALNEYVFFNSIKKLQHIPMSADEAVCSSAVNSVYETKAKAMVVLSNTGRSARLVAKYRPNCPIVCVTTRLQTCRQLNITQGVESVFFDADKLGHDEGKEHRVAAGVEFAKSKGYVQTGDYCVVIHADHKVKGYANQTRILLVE
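Pyruvate kinase activity monitored as ATP production (luciferase luminescence). Conditions: 0.1 nM enzyme, 0.5 mM PEP, 0.1 mM ADP, 1 h, RT; normalized against uninhibited and no-enzyme wells.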
AmpC no deterg: inhibitors of E. coli AmpC beta-lactamase without detergent | P00811 | AmpC nitrocefin hydrolysis, absorbance 480 nm, 0.0001% Triton | Potency, µM (titrated, usually from 57.1 µM), inactives show at the top dose activity change, negative = inhibition, usual class: inhibitors | 330,000 tested, 0.52% active;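 also: potency is read from the fitted curve at half-maximal effect; plate controls were no compound for no effect and no enzyme for full effect; nearly all actives have a fitted effect of over 20% in size; some results filed as inactive show a strong effect at the top dose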
Target sequence (P00811 whole entry, looked up): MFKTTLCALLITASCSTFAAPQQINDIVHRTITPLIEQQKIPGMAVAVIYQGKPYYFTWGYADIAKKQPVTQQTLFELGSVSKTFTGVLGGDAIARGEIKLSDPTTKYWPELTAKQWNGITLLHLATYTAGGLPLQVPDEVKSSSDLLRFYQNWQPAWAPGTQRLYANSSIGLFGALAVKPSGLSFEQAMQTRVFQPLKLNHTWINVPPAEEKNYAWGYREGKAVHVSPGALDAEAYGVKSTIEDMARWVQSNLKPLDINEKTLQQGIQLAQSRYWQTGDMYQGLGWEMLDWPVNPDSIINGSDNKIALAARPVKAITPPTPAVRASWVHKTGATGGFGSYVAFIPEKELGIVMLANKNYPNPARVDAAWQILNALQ
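AmpC (5.3 nM in the dispensed reagent) in 20 mM phosphate pH 7.0 with 0.01% (detergent screen) or 0.0001% Triton X-100 was preincubated with compounds for 15 min at room temperature. Nitrocefin was then added from an 800 uM solution, and hydrolysis was followed at 480 nm.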
AmpC inh detg: blocks E. coli AmpC beta-lactamase in detergent assay; AmpC hydrolysis of nitrocefin, absorbance 480 nm, 0.01% Triton; Potency, µM (doses to about 114 µM), for the others: top-dose activity change, negative = inhibition, hits mostly inhibitors; 370,000 tested, 0.041% active; AID 485294;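 also: potency is read from the fitted curve at half-maximal effect; 0% = no-compound wells and -100% = no-enzyme wells; nearly all actives have a fitted effect of over 25% in size; some results filed as inactive show a strong effect at the top dose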
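AmpC (5.3 nM in the dispensed reagent) in 20 mM phosphate pH 7.0 with 0.01% (detergent screen) or 0.0001% Triton X-100 was preincubated with compounds for 15 min at room temperature. Nitrocefin was then added from an 800 uM solution, and hydrolysis was followed at 480 nm.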
HCMV antiviral: human cytomegalovirus inhibition; HFF cells, HCMV-luciferase reporter, 72 h; stronger effect = lower value; activity change, negative = inhibition, % at 57.5 µM; 410,000 tested, 4.5% active; AID 1259415; in the data active = activity change below about -60%; inconclusive = no clear call, values can overlap the other calls; inactive = above about -39%
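Inhibition of viral replication was scored as loss of reporter luminescence in HFFs infected with HCMV-luciferase (MOI 1 PFU/cell) for 72 h; compounds tested at 2 doses, normalized to buffer and Salinomycin controls.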
Tb PYK inh: blocks Trypanosoma brucei pyruvate kinase; Potency, µM (series often up to 76.8 µM), for inactives: at the highest dose activity, negative = inhibition, actives largely listed as inhibitors; Q57TT1; TbPYK enzyme, Kinase-Glo Plus ATP luminescence, 45 min; 410,000 tested, 0.12% active; also: potency is read from the fitted curve at half-maximal effect; nearly all actives have a fitted effect of over 50% in size
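TbPYK + substrate in 50 mM TEA pH 7.2, 100 mM KCl, 10 mM MgCl2, 0.05% BSA, 0.01% Tween-20; cpd pinned; ADP 130 uM final; 45 min RT; Kinase-Glo Plus 10 min; luminescence endpoint.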
AMA1 RON2 block: disrupts binding of P. falciparum AMA1 to RON2; 360,000 tested, 0.2% active; Potency, µM (titrated, usually from 58.2 µM), for the others: at the highest dose activity change, negative = inhibition, actives largely listed as inhibitors; AlphaScreen AMA1-biotinylated RON2 peptide binding;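 also: potency is read from the fitted curve at half-maximal effect; 0% = vehicle wells and -100% = peptide control; nearly all actives have a fitted effect of over 45% in size; some results filed as inactive show a strong effect at the top dose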
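AMA1 (3D7) with his tag at 25 nM final met compounds first, then biotinylated RON2 peptide at 25 nM; detection used donor plus acceptor beads, 10 µg/mL apiece, read by AlphaScreen after 30 min at room temperature.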
HCV inhibitor: blocks hepatitis C virus; Huh7.5.1 HCVcc-Cre infection, luciferase reporter, 44 h; Potency, µM (series often up to 41.8 µM), for the others: at the top dose activity change, negative = inhibition, most hits filed as inhibitors; 340,000 tested, 3.4% active; AID 651820; also: potency is read from the fitted curve at half-maximal effect
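A cell-based infection assay in which seeded cells (1,000 per well) receive test compound after 4 h, are inoculated with HCVcc-Cre at approximately 0.5 moi, and are incubated 44 h before luminescence detection.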
* = called active by the depositor; [ ] = dose if it differs, or a comment. Unless noted, calls follow the shape of the dose curve; as a rule, active = well fitted curve in the direction sought with a large enough effect; inconclusive = small, poorly fitted or top-dose-only effect, or another doubt; inactive = no such curve, though single readings can be large; an effect the other way counts as inactive or inconclusive. Unless noted, % is scaled to controls: 0 for no effect and ±100 for the full control effect.

Screening CCOC(=O)CSc1nnc2n(-c3ccccc3)c(=O)c3c4c(sc3n12)CC(C(C)(C)C)CC4 (stereo not drawn) returned AmpC inh detg 15%, HCMV antiviral 35 and Tb PYK inh -7%.
COc1ccc(C)cc1NC(=O)C(NS(=O)(=O)c1cccc2nsnc12)c1ccccc1 (stereo not drawn) was read as AmpC inh detg 1%, HCMV antiviral -7 and Tb PYK inh 2%.
`O=C(NNc1ccccn1)C(=O)NNS(=O)(=O)c1ccc(F)cc1` gave LmPK inhibitor 2%, AmpC no deterg -9%, AmpC inh detg inconclusive, HCMV antiviral 14, Tb PYK inh -9%, AMA1 RON2 block 47%[activator] and HCV inhibitor inconclusive.
For COc1ccc(CN2C(=O)C(CC(=O)NC3CCCC3)CC(C(=O)N3CCOCC3)=C2C)cc1 (stereo not drawn) the results were HCMV antiviral 0, Tb PYK inh 3% and AMA1 RON2 block 5%.
Screening Cc1noc(C)c1S(=O)(=O)NCCCN1CCN(Cc2ccccc2)CC1 returned LmPK inhibitor -1%, AmpC no deterg -1%, AmpC inh detg -1% and HCV inhibitor -9%.
Screening COc1ccc(OC)c(CN2CCN(C(=O)c3ccc(S(=O)(=O)Nc4ccccc4F)cc3)CC2)c1 returned AmpC no deterg 101%[activator], AmpC inh detg 0%, HCMV antiviral -6, Tb PYK inh 5%, AMA1 RON2 block -4% and HCV inhibitor inconclusive.
Cc1oc(/N=C/c2ccccc2)c(C#N)c1C was read as LmPK inhibitor -8%, AmpC no deterg -14%, AmpC inh detg inconclusive, HCMV antiviral -19, Tb PYK inh 1%, AMA1 RON2 block -10% and HCV inhibitor -12%.
Screening CCOC(=O)c1ccc(N2C(=O)CC(Sc3nc(C)cc(C)n3)C2=O)cc1 (stereo not drawn) returned LmPK inhibitor -4%, AmpC no deterg -9%, AmpC inh detg inconclusive, HCMV antiviral -1, Tb PYK inh -1%, AMA1 RON2 block 0% and HCV inhibitor 12%.
For COc1ccc(Nc2nnc(Cc3ccncc3)c3ccccc23)c(OC)c1 the results were LmPK inhibitor -3%, AmpC no deterg 0%, AmpC inh detg -4%, HCMV antiviral -22, Tb PYK inh 10%, AMA1 RON2 block 6% and HCV inhibitor -12%.
For O=C1NCCCCC1NS(=O)(=O)c1ccc(Cl)cc1 (stereo not drawn) the results were LmPK inhibitor 4%, AmpC no deterg -16%, AmpC inh detg 0%, Tb PYK inh 0%, AMA1 RON2 block -2% and HCV inhibitor 1%.
`COc1cc(Cl)c(C)cc1NC(=O)c1ccccc1-n1cnnn1` gave AmpC no deterg -3%, HCMV antiviral 18, Tb PYK inh 2%, AMA1 RON2 block -3% and HCV inhibitor -24%.
`COc1ccc(CCNC(=O)COc2coc(CN3c4ccccc4CC3C)cc2=O)cc1OC` (stereo not drawn) gave AmpC no deterg 172%[activator], AmpC inh detg 0%, HCMV antiviral inconclusive, Tb PYK inh -4%, AMA1 RON2 block -19% and HCV inhibitor 11µM*.
`O=C(NCCCn1ccnc1)c1cc(C(=O)C2CCCCC2)c[nH]1` gave LmPK inhibitor -5%, AmpC no deterg -25%, AmpC inh detg -13%, HCMV antiviral inconclusive, Tb PYK inh 4%, AMA1 RON2 block -18% and HCV inhibitor 12%.
`CCCCNC(=O)CNC(=S)N(Cc1ccccc1F)C1CCCCC1` gave LmPK inhibitor 3%, AmpC no deterg 50%, AmpC inh detg inconclusive, HCMV antiviral -8, Tb PYK inh 4%, AMA1 RON2 block -3% and HCV inhibitor -24%.
O=c1[nH]c(SCc2ccccc2F)nc2ccccc12 was read as LmPK inhibitor 7%, AmpC no deterg -19%, AmpC inh detg 6%, HCMV antiviral -21, Tb PYK inh 1%, AMA1 RON2 block 8% and HCV inhibitor 1%.
Screening CCN(CC(=O)Nc1ccc2c(c1)OCCO2)C(=O)c1ccc(C(F)(F)F)cc1 returned AmpC no deterg -11%, AmpC inh detg inconclusive, HCMV antiviral 44, Tb PYK inh -14%, AMA1 RON2 block 18% and HCV inhibitor -7%.
`C[C@H](NC(=O)c1cc2cc(Cl)ccc2n1C)C(=O)N[C@@H](C(=O)O)c1ccccc1` gave LmPK inhibitor 6%, AmpC no deterg -44%, AmpC inh detg -1%, HCMV antiviral 41, Tb PYK inh 1%, AMA1 RON2 block -3% and HCV inhibitor 0%.
COc1ccc(-c2nc3ccccc3c(=O)n2-c2ccc(OC)cc2)cc1 was read as LmPK inhibitor 3%, AmpC no deterg 27%, AmpC inh detg 2%, HCMV antiviral inconclusive, Tb PYK inh -3%, AMA1 RON2 block -10% and HCV inhibitor -7%.
Cc1sc(NC(=O)C2CC(Cl)=CCC2C(=O)O)c(C#N)c1C (stereo not drawn) was read as LmPK inhibitor -2%, AmpC no deterg -18%, AmpC inh detg inconclusive, HCMV antiviral 17, Tb PYK inh -15%, AMA1 RON2 block 6% and HCV inhibitor 4%.
Screening Cc1ccc(S(=O)(=O)N2CCN(C(=O)COC(=O)CCOc3ccc(C(C)(C)C)cc3)CC2)cc1 returned AmpC no deterg 67%[activator], AmpC inh detg -9%, HCMV antiviral -35, Tb PYK inh 2%, AMA1 RON2 block -9% and HCV inhibitor inconclusive.
For N#Cc1ccccc1C[C@H](N)C(=O)NC[C@H]1O[C@@H](n2cnc3c(N)ncnc32)[C@H](O)[C@@H]1O the results were HCMV antiviral -5, Tb PYK inh -3% and AMA1 RON2 block 27%.
For CC1CN(c2ccc([N+](=O)[O-])cc2C#N)CC(C)O1 (stereo not drawn) the results were LmPK inhibitor 0%, AmpC no deterg -11%, AmpC inh detg -7%, HCMV antiviral -23, Tb PYK inh -6%, AMA1 RON2 block -13% and HCV inhibitor -20%.
`CCCCN(C)C(=O)CSc1nc2ccccc2nc1Cc1ccc(C)cc1` gave AmpC inh detg 12%, HCMV antiviral -7 and Tb PYK inh -3%.
Screening Oc1ccccc1Oc1ncc(Br)c(Cl)n1 returned LmPK inhibitor -1%, AmpC no deterg -16%, AmpC inh detg -9%, HCMV antiviral -1, Tb PYK inh 2%, AMA1 RON2 block -16% and HCV inhibitor -6%.
Cc1ccc(S(=O)(=O)N2CCOCC2)cc1C(=O)OC1CCOC1=O (stereo not drawn) was read as AmpC no deterg -2%, AmpC inh detg -18%, HCMV antiviral -2, Tb PYK inh -4%, AMA1 RON2 block -4% and HCV inhibitor 2%.
`O=C(Cn1c(SCc2cccc(F)c2)nc2ccncc21)Nc1ccc(Cl)cc1F` gave AmpC inh detg 18%, HCMV antiviral -32 and Tb PYK inh 2%.
`CCOc1ccc(Cc2nnc(SCC(=O)Nc3ccccc3)n(N)c2=O)cc1` gave AmpC no deterg -17%, AmpC inh detg -18%, HCMV antiviral -18, Tb PYK inh 3%, AMA1 RON2 block -6% and HCV inhibitor inconclusive.
Screening O=C(Nc1ccc(Br)cc1F)c1ccc2nsnc2c1 returned LmPK inhibitor 1%, AmpC no deterg -21%, AmpC inh detg inconclusive, HCMV antiviral 9, Tb PYK inh inconclusive, AMA1 RON2 block 0% and HCV inhibitor -3%.
For COC(c1ccccc1)c1nnc(CCC(=O)N2CCN(CCOc3ccccc3)CC2)o1 (stereo not drawn) the results were LmPK inhibitor -4%, AmpC no deterg 166%[activator], AmpC inh detg 0%, HCMV antiviral inconclusive, Tb PYK inh 6%, AMA1 RON2 block 4% and HCV inhibitor -4%.
Screening COCCn1c(C23CC4CC(CC(C4)C2)C3)n[nH]c1=S returned LmPK inhibitor -27%, AmpC no deterg 0%, AmpC inh detg -2%, HCMV antiviral -26, Tb PYK inh 7.9µM*, AMA1 RON2 block 12% and HCV inhibitor 6%.
COc1ccc(CNC(=O)CCN2C(=O)[C@@H]3Cc4ccccc4CN3C2=O)cc1 was read as LmPK inhibitor 2%, AmpC no deterg 3%, AmpC inh detg -1%, HCMV antiviral -15, Tb PYK inh -1%, AMA1 RON2 block 21% and HCV inhibitor inconclusive.
For CCCCn1c(N)c(N(CC(C)C)C(=O)c2c(CC)noc2C)c(=O)[nH]c1=O the results were AmpC no deterg -3%, AmpC inh detg 0%, HCMV antiviral -16, Tb PYK inh -4%, AMA1 RON2 block -8% and HCV inhibitor 2%.
For CC(C)(C)NC(=O)CN(C(=O)CS(=O)CC(=O)Nc1ccc(F)cc1)c1ccc(Cl)cc1 (stereo not drawn) the results were LmPK inhibitor 0%, AmpC no deterg 95%[activator], AmpC inh detg 2%, Tb PYK inh 8%, AMA1 RON2 block -6% and HCV inhibitor -11%.
CS(=O)(=O)Nc1ccc(C(=O)N2CCN(c3ccccc3F)CC2)cc1 was read as LmPK inhibitor -6%, AmpC no deterg 2%, AmpC inh detg -4%, HCMV antiviral 117, Tb PYK inh 2%, AMA1 RON2 block -11% and HCV inhibitor 15%.
Cc1ccc(N=C2NC(=O)/C(=C/c3cccn3C)S2)cc1C was read as LmPK inhibitor 1%, AmpC no deterg -36%, AmpC inh detg 5%, HCMV antiviral inconclusive, Tb PYK inh -2%, AMA1 RON2 block 5% and HCV inhibitor -25%.
CSc1nc(-c2ccc(F)cc2)cc(=O)[nH]1 was read as LmPK inhibitor 5%, AmpC no deterg -9%, AmpC inh detg inconclusive, HCMV antiviral inconclusive, Tb PYK inh -2%, AMA1 RON2 block -19% and HCV inhibitor -4%.
Screening COc1cccc2sc(NNC(=O)c3nc4ccccc4s3)nc12 returned LmPK inhibitor 0%, AmpC no deterg -45%, AmpC inh detg inconclusive, HCMV antiviral 42, Tb PYK inh -7%, AMA1 RON2 block 60%[activator] and HCV inhibitor 1%[8.37 µM].
Screening CC(C)Oc1ccccc1-c1nc(SCC(=O)c2ccc(F)cc2)n[nH]1 returned AmpC inh detg -2%, HCMV antiviral 2 and Tb PYK inh -3%.
For NS(=O)(=O)c1ccc(CCNCc2cc(Br)ccc2OCc2ccccc2F)cc1 the results were LmPK inhibitor 14%, AmpC no deterg -14%, AmpC inh detg -6%, HCMV antiviral inconclusive, Tb PYK inh -10%, AMA1 RON2 block inconclusive and HCV inhibitor inconclusive.

Grouped by structure, the entries above with a COOH group.
`C[C@H](NC(=O)c1cc2cc(Cl)ccc2n1C)C(=O)N[C@@H](C(=O)O)c1ccccc1` gave LmPK inhibitor 6%, AmpC no deterg -44%, AmpC inh detg -1%, HCMV antiviral 41, Tb PYK inh 1%, AMA1 RON2 block -3% and HCV inhibitor 0%.
Cc1sc(NC(=O)C2CC(Cl)=CCC2C(=O)O)c(C#N)c1C (stereo not drawn) was read as LmPK inhibitor -2%, AmpC no deterg -18%, AmpC inh detg inconclusive, HCMV antiviral 17, Tb PYK inh -15%, AMA1 RON2 block 6% and HCV inhibitor 4%.
